Screens as filed in PubChem BioAssay.
SENP8 block-1 = blocks the human protease SENP8; inhibition, % at 10 µM; 330,000 tested, 1.2% active; AID 2540; Q96LD8; purified SENP8, Z-RLRGG-aminoluciferin cleavage, luminescence; in the data active means inhibition above about 50%
Apaf-1 inh = inhibitors of human Apaf-1 apoptosome. O14727. reconstituted apoptosome caspase-3 activity, DEVD-Rh110 fluorescence. inhibition, % at 20 µM. 330,000 tested, 0.71% active; active means inhibition of at least 40% at 20 µM;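 further: plate controls were DMSO wells for no effect and DEVD-CHO caspase inhibitor wells for full effect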
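System: Apoptosome proteins | Medium: Hepes pH 7.5 with detergent and BSA | Also added: Cytochrome c trigger plus (Z-DEVD)2-Rh110 caspase-3 substrate | Incubation: 30 min compound preincubation, 50 min activation, room temperature | Detection: Rhodamine 110 fluorescence at Ex 480/Em 540 nm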
SENP8 block-2 = blocks human SENP8 cleavage of Nedd8 substrate. recombinant SENP8, Nedd8 substrate fluorescence. inhibition, % at 20 µM. 360,000 tested, 0.64% active. AID 602440; in the data active means inhibition mostly above about 40%, no sharp cut-off; inactive means mostly below about 27%
PfGluPho inh = PfG6PD (Plasmodium falciparum) enzyme inhibition. 350,000 tested, 0.78% active. inhibition, % at 20 µM. AID 504690. PfGluPho enzyme, NADPH resazurin-diaphorase fluorescence;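 active means inhibition reaching at least a set limit at 20 µM in the primary screen, cut at about 59% in these data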;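 further: 0% = DMSO wells with substrate and 100% = DMSO wells lacking glucose-6-phosphate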
SENP6 block = inhibitors of human SENP6 protease. Q9GZR1. Recombinant SENP6 catalytic domain, aminoluciferin luminescence. AID 2599. inhibition, % at 10 µM. 330,000 tested, 1.8% active;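 active means inhibition above about 50% at the single tested dose, limit read from the data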;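 further: plate controls were DMSO wells with enzyme for no effect and DMSO wells lacking enzyme for full effect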
Target sequence (Q9GZR1 628-1112 limits assumed): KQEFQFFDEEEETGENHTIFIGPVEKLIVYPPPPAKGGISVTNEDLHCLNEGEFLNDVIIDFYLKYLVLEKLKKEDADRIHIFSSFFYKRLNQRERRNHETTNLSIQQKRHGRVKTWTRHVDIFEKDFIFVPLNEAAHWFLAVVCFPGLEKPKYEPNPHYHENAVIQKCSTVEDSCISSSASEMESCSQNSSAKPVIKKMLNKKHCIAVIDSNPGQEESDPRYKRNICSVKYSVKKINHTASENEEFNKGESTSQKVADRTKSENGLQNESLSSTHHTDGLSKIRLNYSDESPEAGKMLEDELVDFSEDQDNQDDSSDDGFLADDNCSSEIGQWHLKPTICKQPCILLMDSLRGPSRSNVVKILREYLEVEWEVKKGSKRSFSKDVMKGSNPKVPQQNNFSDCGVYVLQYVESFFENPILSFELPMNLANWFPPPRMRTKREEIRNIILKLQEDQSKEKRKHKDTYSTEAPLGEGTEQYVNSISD
SENP1 inh = blocks the human SENP1 SUMO protease catalytic domain. Q9P0U3. recombinant SENP1 catalytic domain, CyPet-SUMO1-YPet FRET cleavage. inhibition, % at 10 µM. 360,000 tested, 0.21% active. AID 624204;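 active means inhibition at least 30% at 10 µM, raw YFP signal under a set limit, fluorescence ratio 0.5 to 1.5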;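 further: 0% = enzyme with DMSO and 100% = no enzyme wells; some results filed as inactive read as strong as hits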
Target sequence (Q9P0U3 419-644 limits assumed): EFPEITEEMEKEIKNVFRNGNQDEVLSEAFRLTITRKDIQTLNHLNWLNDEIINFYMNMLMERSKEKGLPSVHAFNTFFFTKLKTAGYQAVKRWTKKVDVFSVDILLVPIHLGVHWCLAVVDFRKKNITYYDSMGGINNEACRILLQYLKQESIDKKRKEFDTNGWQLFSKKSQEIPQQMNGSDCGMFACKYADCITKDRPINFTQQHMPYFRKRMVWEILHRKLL
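material = recombinant human SENP1 catalytic domain, His6-tagged | quantity = 20 pM enzyme | reagent = 25 nM SUMO1 FRET substrate | compound dosing = 10 µM single point, 0.5% DMSO | timing = 50 min enzyme reaction, room temperature, light-protected | detection = FRET, CFP and YFP emission | control set = no-enzyme low, enzyme-DMSO high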
HKDC1 inhibitor = inhibitors of human hexokinase HKDC1; Q2TB90; recombinant HKDC1, G6PDH/diaphorase resazurin coupled fluorescence; inhibition, % at 20 µM; 340,000 tested, 0.16% active; AID 493160;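 active means inhibition above about 35% when tested at 20 µM, limit read from the data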;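 further: plate controls were DMSO wells with enzyme for no effect and DMSO wells lacking enzyme for full effect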
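test system = in-house recombinant HK5 (HKDC1) enzyme | amount = HKDC1 at 5 µg/mL | control set = DMSO-enzyme wells negative, buffer-substituted wells positive | compound = one dose of 20 µM, 1% DMSO | schedule = reaction time 90 min, room temperature, protected from light | technique = resorufin fluorescence at 613 nm | reagent = glucose with 1 mM ATP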
SENP7 inh = SENP7 protease inhibition; Q9BQF6; recombinant SENP7, Z-RLRGG-aminoluciferin luminescence, 40 min; inhibition, % at 5 µM; 330,000 tested, 1.5% active;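 active means inhibition above about 50% at the single test dose, limit read from the data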;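 further: plate controls were DMSO with enzyme for no effect and no enzyme buffer wells for full effect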
Target sequence (Q9BQF6 706-1050 limits assumed): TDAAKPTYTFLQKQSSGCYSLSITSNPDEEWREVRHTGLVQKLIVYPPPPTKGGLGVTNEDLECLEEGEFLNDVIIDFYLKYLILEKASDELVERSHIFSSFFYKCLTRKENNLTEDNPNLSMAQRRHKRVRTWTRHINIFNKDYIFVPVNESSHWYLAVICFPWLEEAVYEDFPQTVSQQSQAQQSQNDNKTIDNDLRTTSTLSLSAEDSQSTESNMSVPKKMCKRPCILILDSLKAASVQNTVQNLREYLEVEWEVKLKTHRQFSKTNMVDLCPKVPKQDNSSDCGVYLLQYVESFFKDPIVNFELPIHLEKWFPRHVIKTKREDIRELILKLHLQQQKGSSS
* marks the source's active call; other numbers are inactive results; . = no result given. The order is random (roughly 3.6% active in at least one column).

SMILES	SENP8 block-1	Apaf-1 inh	SENP8 block-2	PfGluPho inh	SENP6 block	SENP1 inh	HKDC1 inhibitor	SENP7 inh
CC(C)(C)NC(=O)c1ccccc1NC(=O)C1CC(=O)N(C2CCCCC2)C1 (stereo not drawn)	-1.5	3.0	2.4	3.6	-15.9	-2.1	-2.8	0.3
Cc1ccc(SCC(=O)NN=C2CCN(C)CC2)cc1	2.1	-5.2	-3.5	-5.6	11.2	-1.1	-2.4	0.9
Cc1cccc(C(=O)OCC(=O)c2c(C)[nH]c3ccccc23)c1O	-9.7	-14.2	-33.1	17.4	11.7	-0.9	1.3	8.3
CCCn1c(SCC(=O)N2CCc3ccccc32)nnc1-c1ccco1	-11.8	11.0	7.5	28.2	-14.3	1.1	-1.5	-3.6
Cc1nn(C)c(C)c1S(=O)(=O)N1CCC(CO)(Cc2ccc(Cl)cc2)CC1	0.0	5.3	6.5	-0.7	-8.2	-2.2	-6.9	5.6
CCC(C)c1ccc(NC(=O)COC(=O)CCNC(=O)c2ccco2)cc1 (stereo not drawn)	2.6	2.5	1.4	10.6	-12.5	3.1	-4.3	-0.8
O=C(Cn1ccc2ccccc2c1=O)NCCC(=O)Nc1cccc(Cl)c1	-6.0	-6.7	-20.3	20.8	-5.0	-0.3	-4.0	3.3
Cc1ccc2nc(N(CCCN(C)C)C(=O)c3ccc4c(c3)CCCC4)sc2c1	0.0	16.6	15.5	20.4	0.3	0.5	-3.1	-3.3
COc1ccccc1/C=C/C1C(C(=O)OCC(C)C)=C(C)N=C2SCCC(=O)N21 (stereo not drawn)	-2.9	8.9	8.8	6.5	-3.7	-0.2	8.3	3.1
c1ccc(SCc2nc(-c3ccncc3)no2)cc1	-0.4	-13.7	16.4	4.0	-7.9	0.9	13.8	6.7

Reprinted at random: three compounds from above
SMILES	SENP8 block-1	Apaf-1 inh	SENP8 block-2	PfGluPho inh	SENP6 block	SENP1 inh	HKDC1 inhibitor	SENP7 inh
c1ccc(SCc2nc(-c3ccncc3)no2)cc1	-0.4	-13.7	16.4	4.0	-7.9	0.9	13.8	6.7
COc1ccccc1/C=C/C1C(C(=O)OCC(C)C)=C(C)N=C2SCCC(=O)N21 (stereo not drawn)	-2.9	8.9	8.8	6.5	-3.7	-0.2	8.3	3.1
CC(C)(C)NC(=O)c1ccccc1NC(=O)C1CC(=O)N(C2CCCCC2)C1 (stereo not drawn)	-1.5	3.0	2.4	3.6	-15.9	-2.1	-2.8	0.3

Continuation:
SMILES	SENP8 block-1	Apaf-1 inh	SENP8 block-2	PfGluPho inh	SENP6 block	SENP1 inh	HKDC1 inhibitor	SENP7 inh
O=C(CNC(=O)[C@@H]1Cc2ccccc2CN1)NC1CCCCC1	1.6	-3.9	10.3	-6.0	-11.0	-0.5	-7.8	10.9
O=C(c1cc([N+](=O)[O-])ccc1Cl)N1CCc2ccccc21	-0.8	3.2	14.1	-0.6	17.5	0.4	-4.3	-5.9
Cc1ccc(C(O)c2cccnc2)o1 (stereo not drawn)	7.7	-22.2	4.7	2.0	12.4	-5.0	-7.0	0.0
CN(c1cccc(NC(=O)CN(c2cccc(F)c2)S(C)(=O)=O)c1)S(C)(=O)=O	1.9	-8.6	3.5	-4.3	4.3	1.2	-9.0	1.7
COc1ccc(C(=O)N2c3ccc(F)cc3CCC2C)cc1OC (stereo not drawn)	-5.9	-2.6	15.6	-0.8	-7.7	1.8	1.5	-3.9
CCOC(=O)Cc1csc(NC(=O)CSc2nnc(-c3ccc(NS(=O)(=O)CC)cc3)o2)n1	4.1	-18.1	9.2	-9.0	8.4	-0.3	8.1	1.9
O=C(Cc1n[nH]c(=O)[nH]c1=O)N/N=C/c1cccc(Cl)c1	0.2	6.0	23.8	-17.3	-5.0	2.7	-5.5	-0.5
CCN(CC)S(=O)(=O)c1ccc(NC(=O)c2cccs2)cc1	-6.1	-0.9	0.4	-1.2	5.7	-1.0	-4.5	-2.9
NC(CC(=O)O)c1ccc(Br)cc1 (stereo not drawn)	-6.1	8.1	11.3	-10.7	-12.1	0.5	-5.9	-0.7
CC(C)N1CCC(NC(=O)Nc2ccccc2)CC1	-2.1	-330.9	15.5	-19.1	-3.5	-5.2	1.3	10.3

2 entries from above in another layout:
smiles,SENP8 block-1,Apaf-1 inh,SENP8 block-2,PfGluPho inh,SENP6 block,SENP1 inh,HKDC1 inhibitor,SENP7 inh
c1ccc(SCc2nc(-c3ccncc3)no2)cc1,-0.4,-13.7,16.4,4.0,-7.9,0.9,13.8,6.7
Cc1ccc(SCC(=O)NN=C2CCN(C)CC2)cc1,2.1,-5.2,-3.5,-5.6,11.2,-1.1,-2.4,0.9

More structures.
SMILES	SENP8 block-1	Apaf-1 inh	SENP8 block-2	PfGluPho inh	SENP6 block	SENP1 inh	HKDC1 inhibitor	SENP7 inh
O=C1CC(Cc2ccc(Cl)cc2)C(=O)N1c1ccccn1 (stereo not drawn)	-0.7	4.0	16.2	-0.1	-6.2	1.0	-5.9	7.4
O=C(Nc1cc(Cl)ccc1O)C1CCCO1 (stereo not drawn)	2.7	-13.4	14.8	4.5	-17.1	0.3	-6.9	46.8
CC(=O)Nc1ccc(NC(=O)C2CCN(c3c(Cc4ccccc4)c(C)nc4ncnn34)CC2)cc1	0.4	-5.1	4.0	-7.4	4.7	1.6	-3.5	-2.5
Cc1ccc(CNC(=O)C2CCN(S(=O)(=O)c3ccc4c(c3)CC(C)N4C(=O)C3CC3)CC2)cc1 (stereo not drawn)	5.2	-1.0	12.6	6.0	-1.1	2.2	-3.3	-0.5
O=C(c1ccc(F)cc1)N1CCN(c2ncccn2)CC1	-9.2	-4.0	-21.2	0.5	-35.8	-0.3	-2.5	-10.2
O=S(=O)(N1CCCCC1)N1CCN(c2cc(Cl)ccc2Cl)CC1	.	.	4.2	5.5	.	1.0	-8.6	.
COc1cc(NC(=O)c2ccc3c(c2)OCO3)c2ncccc2c1	-23.3	11.1	-106.9	1.0	-13.8	1.0	1.1	1.9
CC(C)CC(COCc1ccc([N+](=O)[O-])cc1)N1CCN(C(=O)c2ccc(C(F)(F)F)cc2)CCC1=O (stereo not drawn)	-1.7	15.6	23.8	13.1	-23.9	0.5	1.6	-5.8
Cc1cc(C)nc(N2CCCC(C(=O)Nc3nnc(C)s3)C2)n1 (stereo not drawn)	0.9	-14.0	-9.2	-2.8	-0.5	0.2	-0.8	-0.7
c1ccc(OCCOCCSc2ncccn2)cc1	-0.1	-1.3	2.4	17.6	0.2	-2.7	-2.8	-4.1
CCOC(=O)c1c(NC(=O)c2ccc(S(=O)(=O)N3CCOCC3)cc2)sc2c1CC(C)(C)NC2(C)C	8.4	8.2	-84.8	-43.3	-2.6	-0.7	-12.1	0.8
CCn1c2ccccc2c2cc(NC(=O)CSc3nnc(-c4cccc(C)c4)o3)ccc21	0.1	2.5	-1.8	20.9	-16.4	2.9	-2.6	-2.8
CN(CCc1ccccn1)C(=O)c1cccnc1Oc1ccc(Cl)cc1	1.9	-10.9	4.8	-20.1	-21.2	1.0	-0.9	0.3
CCN(CC)S(=O)(=O)c1ccc(N2CCOCC2)c(NC(=O)CNCCc2ccccc2)c1	-1.3	8.8	33.2	13.4	-7.6	1.0	-6.6	3.4
O=C(COc1cc2oc(=O)cc(-c3ccccc3)c2cc1Cl)NCCN1CCOCC1	-1.9	2.7	-34.6	9.1	5.0	-2.0	0.7	2.1
COc1ccccc1N1CCN(C(=O)/C=C/c2ccccc2)CC1	4.7	5.5	27.5	-1.3	4.3	0.5	-3.8	-0.4
Cc1ccc(CSc2nc3ccccc3c(=O)n2CCCC(=O)NCc2ccco2)cc1	-9.9	24.5	33.7	-4.1	-7.2	2.1	-1.2	-9.4
O=C(c1ccco1)N1CCN(C(=O)c2cnn(-c3cccc(F)c3)c2C2CCNCC2)CC1	-1.1	-14.1	14.7	12.1	17.9	-0.3	-3.2	3.6
CN1CCOC1c1ccc(C2OCCN2C)cc1 (stereo not drawn)	.	.	14.5	2.5	.	3.9	-3.3	.
Cc1cccc(NC(=O)CCn2nc(C)cc2C)c1	-9.0	11.1	16.2	-1.7	-18.5	3.1	1.6	-8.8
O=C(CN1C(=O)NC2(CCc3ccccc32)C1=O)Nc1ccccc1C(F)(F)F (stereo not drawn)	-4.0	-4.6	-1.0	4.2	0.1	-4.3	-0.5	-4.3
O=C(CCC1CCCN(C(=O)CCCc2ccccc2)C1)N1CCN(c2ccccn2)CC1 (stereo not drawn)	-4.6	13.6	-6.5	8.6	-0.4	2.0	-6.2	-11.5
COc1cccc(C(=O)CN2CCC(NC(=O)NC3CCCCC3)CC2)c1	-13.0	-1.8	26.2	-4.7	4.5	-4.8	2.5	-2.0
O=C(NC1=NCCS1)c1ccccc1	-4.0	2.4	6.3	-10.6	8.8	-6.3	3.1	9.4
CCOC(=O)c1ccc(NC(=O)CC2OCCN(CC)C2=O)cc1 (stereo not drawn)	-12.8	2.0	13.0	10.8	-14.5	-34.8	-1.9	-6.6
Nc1c(C(=O)c2ccc(Cl)cc2)sc2nsc(SCCN3CCOCC3)c12	0.1	-2.3	37.7	12.0	-11.1	-38.4	3.2	-2.1
COCCCNC(=O)c1c(F)c(F)c(F)c(F)c1F	4.1	-9.4	9.7	-24.9	3.0	-2.3	-9.9	9.2
CC(NC(=O)CN1C(=O)NC2(CCc3ccccc32)C1=O)c1ccccc1 (stereo not drawn)	5.7	-5.5	6.7	-1.0	-5.2	-0.7	-4.3	-2.0
O=C(c1ccccc1[N+](=O)[O-])N1CCC(Cc2ccccc2)CC1	3.3	3.8	20.2	-6.7	-4.0	-0.7	3.2	8.5
COC(=O)c1c(C(=O)c2ccc(Br)cc2)n(C)c2ccccc12	3.4	12.5	11.2	9.1	5.8	0.8	2.5	0.1
CN(Cc1ccon1)C(=O)C1CCN(C2CCN(CCCc3ccccc3)CC2)CC1	7.4	-6.9	4.9	4.4	-10.3	-16.5	-5.7	-12.7
c1ccc(-c2nnsc2-c2ncc[nH]2)cc1	0.7	-17.5	15.8	6.2	5.6	-1.7	-7.4	-1.8
CCCCn1c(N)c(-c2nc3ccccc3o2)c2c([N+](=O)[O-])nn(C)c(=O)c21	11.2	-11.1	-30.6	2.9	0.4	-1.2	12.5	3.8
Cc1cc(C)c(C#N)c(OCC(=O)Nc2ccccc2)n1	3.7	-2.9	-35.4	-7.9	9.2	-0.5	0.6	-0.7
CN1C2C=C(N(CCc3c[nH]c4ccccc34)C(=O)c3ccc(Cl)cc3)CC1CC2 (stereo not drawn)	-6.9	13.6	-0.1	8.7	-82.0	-0.4	4.0	11.8
O=C(NC1CCCCCC1)C(=S)NCCc1ccccc1	-14.6	-16.6	37.6	52.4	-4.7	1.7	-2.6	-0.7
Cc1onc(C(N)=O)c1C(=O)Nc1ncc(C(F)(F)F)cc1Cl	-0.4	-2.9	17.7	2.0	-8.0	3.4	-4.5	5.6
CCN(CC)C(=O)c1ccc(COc2ccccc2Cl)cc1	-10.0	12.3	23.7	-9.3	12.5	0.8	-0.4	10.5
O=C(O)c1ccc(NC(=O)c2ccccc2Br)c(NC(=O)c2ccccc2Br)c1	6.9	2.3	14.0	-21.9	-0.3	-0.7	1.1	0.1
CCN1CCN(CC(=O)N2N=C(c3cccs3)CC2c2ccc(OC)cc2)C(=O)C1=O (stereo not drawn)	-8.2	3.3	-345.4	6.2	-23.9	1.3	-1.4	5.2
O=C(O)C1CC(c2ccccc2)=Nc2ccccc2S1 (stereo not drawn)	-6.9	-9.1	22.7	6.8	3.0	-0.2	9.6	1.4
COC(=O)Cc1nnc(Nc2cccc(C)c2)c2ccccc12	1.1	-1.8	-41.4	8.8	-10.3	-0.8	-2.6	-5.9
